Bioassay records deposited in PubChem BioAssay by several laboratories.
Mcl-1 Bim block – disrupts Bim peptide binding to human Mcl-1; Bead-based flow cytometry, Bim peptide-Mcl-1 binding; inhibition, % at 10 µM; 190,000 tested, 0.1% active;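 also: 0% = no compound tracer wells and 100% = peptide blocker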
Target sequence (Q07820 whole entry, looked up): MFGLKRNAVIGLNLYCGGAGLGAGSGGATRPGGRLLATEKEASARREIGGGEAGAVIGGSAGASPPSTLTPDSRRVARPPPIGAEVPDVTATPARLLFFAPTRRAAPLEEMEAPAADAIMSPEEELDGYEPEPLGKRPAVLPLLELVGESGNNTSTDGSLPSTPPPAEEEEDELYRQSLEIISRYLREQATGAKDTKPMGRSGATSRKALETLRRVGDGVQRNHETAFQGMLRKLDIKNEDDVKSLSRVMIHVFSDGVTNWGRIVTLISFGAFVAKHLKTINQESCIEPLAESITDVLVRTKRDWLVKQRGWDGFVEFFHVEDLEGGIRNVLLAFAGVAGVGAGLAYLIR
Bcl-W Bim block – disrupts Bim peptide binding to human Bcl-W; Q92843; bead-based flow cytometry; inhibition, % at 10 µM; 190,000 tested, 0.02% active; AID 952;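 also: 0% = bound tracer without compound and 100% = peptide blocker; higher means less fluorescent Bim peptide bound to Bcl-W beads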
Target sequence (Q92843 whole entry, looked up): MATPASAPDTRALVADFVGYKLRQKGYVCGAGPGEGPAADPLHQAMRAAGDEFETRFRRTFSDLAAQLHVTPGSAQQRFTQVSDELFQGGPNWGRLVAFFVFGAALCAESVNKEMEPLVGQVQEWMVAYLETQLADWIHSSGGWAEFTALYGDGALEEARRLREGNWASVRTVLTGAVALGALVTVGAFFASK
Bfl-1 Bim block – disrupts Bim binding to human Bfl-1 | Q16548 | Bead-based flow cytometry, Bim-Bfl-1 binding inhibition | inhibition, % at 10 µM | 190,000 tested, 0.12% active | AID 1008;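 also: 0% = wells without compound plus tracer and 100% = blocker peptide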
Bim-Bcl-2 – disrupts Bim peptide binding to human Bcl-2. P10415. Bead-based flow cytometry, Bim peptide-Bcl-2 binding. 190,000 tested, 0.06% active. AID 950. inhibition, % at 10 µM; in the data active = inhibition above about 40%; inconclusive = no clear call, values can overlap the other calls;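 also: 0% = no compound wells with probe peptide and 100% = reference peptide inhibitor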
Bim-Bcl-B – inhibitors of Bim-Bcl-B interaction, human. AID 951. 190,000 tested, 0.073% active. inhibition, % at 10 µM. bead-based flow cytometry, Bim peptide-Bcl-B binding. Q9HD36;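 also: 0% = tracer peptide without compound and 100% = reference inhibitor peptide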
Bcl-XL Bim block – human Bim-Bcl-XL interaction inhibition; Q07817; Bim peptide-Bcl-XL binding, bead flow cytometry, fluorescence; inhibition, % at 10 µM; 190,000 tested, 0.04% active
RGS4-Gao reg – human RGS4-Galphao interaction regulation; P09471; Multiplexed bead flow cytometry, RGS4-Galphao binding; actives lie on both sides; binding response (% of control), % at 10 µM; 220,000 tested, 0.33% active; AID 1415; in the data active = binding response below about 49% or above about 150%; inactive = in between;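 also: fluorescent Galphao activated with aluminum fluoride binding bead-coupled RGS4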
Target sequence (P09471 whole entry, looked up): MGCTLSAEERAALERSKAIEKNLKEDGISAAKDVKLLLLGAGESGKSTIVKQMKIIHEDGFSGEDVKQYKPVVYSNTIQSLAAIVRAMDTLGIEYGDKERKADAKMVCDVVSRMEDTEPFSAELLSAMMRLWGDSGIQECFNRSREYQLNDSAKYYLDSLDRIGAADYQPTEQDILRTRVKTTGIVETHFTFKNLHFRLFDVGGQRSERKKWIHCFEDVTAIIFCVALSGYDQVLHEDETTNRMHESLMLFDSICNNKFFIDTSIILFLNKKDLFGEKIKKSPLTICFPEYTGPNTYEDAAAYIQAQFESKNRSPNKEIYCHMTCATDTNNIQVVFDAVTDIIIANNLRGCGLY
RGS7-Gao reg – regulators of human RGS7-Galphao interaction; P09471; AID 1439; Multiplexed bead flow cytometry, RGS7-Galphao binding; actives lie on both sides; binding response (% of control), % at 10 µM; 220,000 tested, 0.35% active; in the data active = binding response below about 49% or above about 150%; inconclusive = no clear call, values can overlap the other calls; inactive = in between;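 also: fluorescent Galphao held in activated GDP-AlF4 state binding bead-coupled RGS7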
Mcl1 Bid PPI – Mcl-1/Bid interaction inhibition; Q07820; TR-FRET Mcl-1/Bid-Dy647 peptide binding, 1536-well; inhibition, % at 21.7 µM; 220,000 tested, 0.97% active; AID 1021;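 active = compounds that cut the binding signal by more than half at the single screening dose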;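 also: His-tagged Mcl-1 with europium anti-His antibody binding Bid BH3 peptide; 0% = Mcl-1 plus peptide wells and 100% = peptide-only wells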
GSH bead fluor – GSH bead compound fluorescence profile; fluorescence (KMESF) at 10 µM; 190,000 tested, 0.25% active; AID 1776; GSH beads flow cytometry, compound fluorescence 488/530 nm; active compounds read high; in the data active = fluorescence above about 89;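 also: glutathione beads carrying GST-tagged Bcl family fusion proteins plus one bare bead set; values are compound well signal with DMSO vehicle wells as background; inactives centre near 16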
RGS8-Gao reg – modulates binding of RGS8 to human Galphao; P09471; multiplexed bead flow cytometry; actives lie on both sides; response (percent of control binding), % at 10 µM; 220,000 tested, 0.34% active; AID 1423; in the data active = response below about 60% or above about 140%; inactive = in between;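 also: Galphao activated as the GDP aluminium fluoride complex binding bead-coupled RGS8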
Active calls of the source: *. Rule as the data show it, unless noted: active = inhibition above about 40%.

What do the screens show for `CCOc1ccccc1NC(=O)c1ccccc1-c1nc(-c2ccccc2)no1`?
Mcl-1 Bim block: -1; Bcl-W Bim block: 1; Bfl-1 Bim block: -11; Bim-Bcl-2: -7; Bim-Bcl-B: -9; Bcl-XL Bim block: -2; RGS4-Gao reg: 106; RGS7-Gao reg: 106; Mcl1 Bid PPI: -25; GSH bead fluor: 40; RGS8-Gao reg: 101

Results for Cn1cnc([N+](=O)[O-])c1Oc1ccccc1 ?
Mcl-1 Bim block: -5; Bcl-W Bim block: -3; Bfl-1 Bim block: -1; Bim-Bcl-2: 2; Bim-Bcl-B: -8; Bcl-XL Bim block: -5; RGS4-Gao reg: 97; RGS7-Gao reg: 98; Mcl1 Bid PPI: -11; GSH bead fluor: 6; RGS8-Gao reg: 101

How did Cc1ccc(-n2nc(C)c3c(C)c(CCC(=O)NCc4ccccc4)c(C)nc32)cc1 do in these assays?
Mcl-1 Bim block: -4; Bcl-W Bim block: -4; Bfl-1 Bim block: -1; Bim-Bcl-2: -2; Bim-Bcl-B: -7; Bcl-XL Bim block: -4; RGS4-Gao reg: 84; RGS7-Gao reg: 105; Mcl1 Bid PPI: -7; GSH bead fluor: 21; RGS8-Gao reg: 92

Results for CN1CCN(C2=C(Cl)C(=O)C(c3cnc(N4CCCCC4)s3)=C(Cl)C2=O)CC1 ?
Mcl-1 Bim block: 32; Bcl-W Bim block: 30; Bfl-1 Bim block: 54*; Bim-Bcl-2: 44*; Bim-Bcl-B: 58*; Bcl-XL Bim block: 26; RGS4-Gao reg: 70; RGS7-Gao reg: 76; Mcl1 Bid PPI: 79*; GSH bead fluor: 34; RGS8-Gao reg: 64

What do the screens show for `O=C(CCn1c2c(c3ccccc31)CCCC2)NNC(=O)c1cccc([N+](=O)[O-])c1`?
Mcl-1 Bim block: 5; Bcl-W Bim block: 5; Bfl-1 Bim block: 4; Bim-Bcl-2: 6; Bim-Bcl-B: 4; Bcl-XL Bim block: 4; RGS4-Gao reg: 95; RGS7-Gao reg: 92; Mcl1 Bid PPI: -54; GSH bead fluor: 15; RGS8-Gao reg: 98

How did Cc1ccc(COn2c(-c3ccc(Cl)cc3Cl)nc3ncccc32)cc1 do in these assays?
Mcl-1 Bim block: 5; Bcl-W Bim block: 5; Bfl-1 Bim block: -10; Bim-Bcl-2: -2; Bim-Bcl-B: -3; Bcl-XL Bim block: 0; RGS4-Gao reg: 111; RGS7-Gao reg: 100; Mcl1 Bid PPI: 9; GSH bead fluor: 50; RGS8-Gao reg: 104

What do the screens show for `Cc1cccc(OCC(=O)NC(=S)N2CCCc3ccccc32)c1`?
Mcl-1 Bim block: 1; Bcl-W Bim block: 0; Bfl-1 Bim block: 2; Bim-Bcl-2: 0; Bim-Bcl-B: 1; Bcl-XL Bim block: -1; RGS4-Gao reg: 95; RGS7-Gao reg: 103; Mcl1 Bid PPI: -36; GSH bead fluor: 12; RGS8-Gao reg: 106

How did NC(=O)Cc1nc2scc(-c3ccccc3)c2c(=O)[nH]1 do in these assays?
Mcl-1 Bim block: -1; Bcl-W Bim block: 0; Bfl-1 Bim block: 10; Bim-Bcl-2: 2; Bim-Bcl-B: -24; Bcl-XL Bim block: -4; RGS4-Gao reg: 99; RGS7-Gao reg: inconclusive; Mcl1 Bid PPI: -58; GSH bead fluor: 10; RGS8-Gao reg: 99

Results for CC(=O)Nc1nc(SCC(=O)NCc2ccc(F)cc2)[nH]c(=O)c1NC(=O)c1cccs1 ?
Mcl-1 Bim block: -2; Bcl-W Bim block: -4; Bfl-1 Bim block: 2; Bim-Bcl-2: 1; Bim-Bcl-B: 0; Bcl-XL Bim block: -1; RGS4-Gao reg: 93; RGS7-Gao reg: inconclusive; Mcl1 Bid PPI: -26; GSH bead fluor: 12; RGS8-Gao reg: 97

How did COCC(C)OC(=O)C(C#N)c1nc2ccccc2nc1N1CCN(Cc2ccccc2)CC1 (stereo not drawn) do in these assays?
Mcl-1 Bim block: -2; Bcl-W Bim block: -4; Bfl-1 Bim block: -9; Bim-Bcl-2: -9; Bim-Bcl-B: -7; Bcl-XL Bim block: -7; RGS4-Gao reg: 93; RGS7-Gao reg: 94; Mcl1 Bid PPI: -19; GSH bead fluor: 14; RGS8-Gao reg: 98

What do the screens show for `Cc1c(CCOC(=O)c2cc([N+](=O)[O-])cc([N+](=O)[O-])c2)sc[n+]1CC(=O)c1ccccc1`?
Mcl-1 Bim block: -2; Bcl-W Bim block: 9; Bfl-1 Bim block: 27; Bim-Bcl-2: 3; Bim-Bcl-B: 0; Bcl-XL Bim block: 1; RGS4-Gao reg: 97; RGS7-Gao reg: inconclusive; Mcl1 Bid PPI: -26; GSH bead fluor: 13; RGS8-Gao reg: 100

How did COc1cc2c(cc1OC)CN(C(=O)c1ccccc1C(=O)O)CC2 do in these assays?
Mcl-1 Bim block: -1; Bcl-W Bim block: 0; Bfl-1 Bim block: 0; Bim-Bcl-2: 0; Bim-Bcl-B: 2; Bcl-XL Bim block: 1; RGS4-Gao reg: 94; RGS7-Gao reg: 96; Mcl1 Bid PPI: -18; GSH bead fluor: 22; RGS8-Gao reg: 98

What do the screens show for `COc1ccc(CC(=O)N(c2ccccc2)c2nc(C)cs2)cc1`?
Mcl-1 Bim block: -4; Bcl-W Bim block: -3; Bfl-1 Bim block: -10; Bim-Bcl-2: -8; Bim-Bcl-B: -11; Bcl-XL Bim block: -6; RGS4-Gao reg: 100; RGS7-Gao reg: 102; Mcl1 Bid PPI: -1; GSH bead fluor: 15; RGS8-Gao reg: 101

How did Cc1[nH]c(=O)[nH]c1C(=O)CCCCC(=O)O do in these assays?
Mcl-1 Bim block: -15; Bcl-W Bim block: -4; Bfl-1 Bim block: -19; Bim-Bcl-2: -5; Bim-Bcl-B: -12; Bcl-XL Bim block: -6; RGS4-Gao reg: 92; RGS7-Gao reg: 87; Mcl1 Bid PPI: -76; GSH bead fluor: 18; RGS8-Gao reg: 100

How did CSc1cccc(NC(=O)c2ccc(Cl)nc2)c1 do in these assays?
Mcl-1 Bim block: -4; Bcl-W Bim block: -2; Bfl-1 Bim block: -3; Bim-Bcl-2: -3; Bim-Bcl-B: 0; Bcl-XL Bim block: -1; RGS4-Gao reg: 105; RGS7-Gao reg: 104; Mcl1 Bid PPI: -27; GSH bead fluor: 16; RGS8-Gao reg: 101

Ordered by formula weight (descending): some entries from above.
What do the screens show for `O=C(CCn1c2c(c3ccccc31)CCCC2)NNC(=O)c1cccc([N+](=O)[O-])c1`?
Mcl-1 Bim block: 5; Bcl-W Bim block: 5; Bfl-1 Bim block: 4; Bim-Bcl-2: 6; Bim-Bcl-B: 4; Bcl-XL Bim block: 4; RGS4-Gao reg: 95; RGS7-Gao reg: 92; Mcl1 Bid PPI: -54; GSH bead fluor: 15; RGS8-Gao reg: 98

How did Cc1ccc(COn2c(-c3ccc(Cl)cc3Cl)nc3ncccc32)cc1 do in these assays?
Mcl-1 Bim block: 5; Bcl-W Bim block: 5; Bfl-1 Bim block: -10; Bim-Bcl-2: -2; Bim-Bcl-B: -3; Bcl-XL Bim block: 0; RGS4-Gao reg: 111; RGS7-Gao reg: 100; Mcl1 Bid PPI: 9; GSH bead fluor: 50; RGS8-Gao reg: 104

How did NC(=O)Cc1nc2scc(-c3ccccc3)c2c(=O)[nH]1 do in these assays?
Mcl-1 Bim block: -1; Bcl-W Bim block: 0; Bfl-1 Bim block: 10; Bim-Bcl-2: 2; Bim-Bcl-B: -24; Bcl-XL Bim block: -4; RGS4-Gao reg: 99; RGS7-Gao reg: inconclusive; Mcl1 Bid PPI: -58; GSH bead fluor: 10; RGS8-Gao reg: 99

Following part:
How did CC(NS(=O)(=O)c1ccccc1)C(c1cccs1)N1CCN(C)CC1 (stereo not drawn) do in these assays?
Mcl-1 Bim block: -4; Bcl-W Bim block: -5; Bfl-1 Bim block: -5; Bim-Bcl-2: 3; Bim-Bcl-B: -7; Bcl-XL Bim block: -5; RGS4-Gao reg: 98; RGS7-Gao reg: 99; Mcl1 Bid PPI: -8; GSH bead fluor: 17; RGS8-Gao reg: 100

What do the screens show for `CCn1c(C(=O)NCc2cccnc2)cc2sc(Cl)cc21`?
Mcl-1 Bim block: -2; Bcl-W Bim block: 0; Bfl-1 Bim block: 0; Bim-Bcl-2: -1; Bim-Bcl-B: -1; Bcl-XL Bim block: -2; RGS4-Gao reg: 96; RGS7-Gao reg: 95; Mcl1 Bid PPI: -9; GSH bead fluor: 15; RGS8-Gao reg: 99

How did CN1CCN(C(=O)C2CC(=O)N(c3ccc(F)c(Cl)c3)C2)CC1 (stereo not drawn) do in these assays?
Mcl-1 Bim block: -1; Bcl-W Bim block: 1; Bfl-1 Bim block: -8; Bim-Bcl-2: -9; Bim-Bcl-B: -7; Bcl-XL Bim block: -5; RGS4-Gao reg: 109; RGS7-Gao reg: 106; Mcl1 Bid PPI: -17; GSH bead fluor: 21; RGS8-Gao reg: 107

How did CCCCNC(=O)COC(=O)c1cc(C)nc2ccccc12 do in these assays?
Mcl-1 Bim block: -3; Bcl-W Bim block: -5; Bfl-1 Bim block: -19; Bim-Bcl-2: -12; Bim-Bcl-B: -7; Bcl-XL Bim block: -10; RGS4-Gao reg: 103; RGS7-Gao reg: 104; Mcl1 Bid PPI: -3; GSH bead fluor: 11; RGS8-Gao reg: 102

How did COc1ccc(-c2nc(CSCC(=O)N3CCN(c4cccc(C)c4)C(C)C3)c(C)o2)cc1OC (stereo not drawn) do in these assays?
Mcl-1 Bim block: -1; Bcl-W Bim block: -5; Bfl-1 Bim block: -12; Bim-Bcl-2: -8; Bim-Bcl-B: -7; Bcl-XL Bim block: -7; RGS4-Gao reg: 101; RGS7-Gao reg: 102; Mcl1 Bid PPI: -39; GSH bead fluor: 13; RGS8-Gao reg: 97

What do the screens show for `CCN1CCN(c2c(Cl)cccc2NC(=O)c2ccco2)CC1`?
Mcl-1 Bim block: -1; Bcl-W Bim block: 5; Bfl-1 Bim block: -9; Bim-Bcl-2: -5; Bim-Bcl-B: -3; Bcl-XL Bim block: 4; RGS4-Gao reg: 107; RGS7-Gao reg: 102; Mcl1 Bid PPI: -19; GSH bead fluor: 44; RGS8-Gao reg: 104

Results for CCOc1ccc(CC(=O)Nc2c(C(N)=O)oc3ccccc23)cc1OCC ?
Mcl-1 Bim block: 3; Bcl-W Bim block: 4; Bfl-1 Bim block: -7; Bim-Bcl-2: 2; Bim-Bcl-B: -4; Bcl-XL Bim block: -3; RGS4-Gao reg: 101; RGS7-Gao reg: 99; Mcl1 Bid PPI: -1; GSH bead fluor: 22; RGS8-Gao reg: 101

Results for CCOC(=O)/C(C#N)=C1/SC(C)C(=O)N1c1ccc(Br)cc1 (stereo not drawn) ?
Mcl-1 Bim block: 3; Bcl-W Bim block: 0; Bfl-1 Bim block: -2; Bim-Bcl-2: 0; Bim-Bcl-B: 2; Bcl-XL Bim block: -2; RGS4-Gao reg: 101; RGS7-Gao reg: 97; Mcl1 Bid PPI: -23; GSH bead fluor: 16; RGS8-Gao reg: 100

How did NC(=O)NCCCC(=O)OCC(=O)c1ccc2ccccc2c1 do in these assays?
Mcl-1 Bim block: -2; Bcl-W Bim block: -3; Bfl-1 Bim block: -5; Bim-Bcl-2: -3; Bim-Bcl-B: -2; Bcl-XL Bim block: -3; RGS4-Gao reg: 104; RGS7-Gao reg: 103; Mcl1 Bid PPI: -20; GSH bead fluor: 12; RGS8-Gao reg: 100
